ABHD5 PLIN5 PPI = blocks binding of human ABHD5 to perilipin-5. Q00G26+Q8WTS1. Split G. princeps luciferase complementation, luminescence, 4 h. inhibition, % at 4 µM. hit rate 0.78% among 360,000;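 active = inhibition above the mean inhibition across every tested compound plus 3 SD, cut at about 22% in these data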;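 also: 0% = DMSO only wells and the 100% control is not disclosed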
NCOA1 inh = inhibitors of human steroid receptor coactivator 1 (SRC1); Q15788; HEK293 GAL4-SRC1 luciferase reporter, luminescence; inhibition, % at 3.6 µM; hit rate 0.12% among 360,000; AID 588354;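 active = inhibition above the campaign mean plus 3 SD, with each screening campaign given its own cutoff, cut at about 60% in these data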;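 also: 0% = DMSO treated cells and 100% = gossypol at 36 µM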
SRC3 inh = human NCOA3 inhibition; Q9Y6Q9; HEK293 GAL4-SRC3 luciferase reporter, luminescence; inhibition, % at 3.6 µM; hit rate 0.17% among 360,000; AID 588352;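 active = inhibition above a per-campaign cutoff, the mean of all compounds plus 3 SD, cut at about 60% in these data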;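 also: 0% = DMSO-treated cells and 100% = gossypol-treated cells at 36 µM; higher means less SRC3-driven luciferase light from the GAL4 reporter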
NCOA2 inhibitor = inhibits human steroid receptor coactivator 2; Q15596; HEK293 GAL4-SRC2 luciferase reporter, luminescence; inhibition, % at 9 µM; hit rate 0.17% among 370,000;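 active = inhibition above the mean inhibition of all tested compounds plus 3 SD, set per campaign, cut at about 52% in these data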;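 also: 0% = DMSO treated cells and 100% = cells given Gossypol at 36 µM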
Target sequence (Q15596 whole entry, looked up, the tested form may be a part): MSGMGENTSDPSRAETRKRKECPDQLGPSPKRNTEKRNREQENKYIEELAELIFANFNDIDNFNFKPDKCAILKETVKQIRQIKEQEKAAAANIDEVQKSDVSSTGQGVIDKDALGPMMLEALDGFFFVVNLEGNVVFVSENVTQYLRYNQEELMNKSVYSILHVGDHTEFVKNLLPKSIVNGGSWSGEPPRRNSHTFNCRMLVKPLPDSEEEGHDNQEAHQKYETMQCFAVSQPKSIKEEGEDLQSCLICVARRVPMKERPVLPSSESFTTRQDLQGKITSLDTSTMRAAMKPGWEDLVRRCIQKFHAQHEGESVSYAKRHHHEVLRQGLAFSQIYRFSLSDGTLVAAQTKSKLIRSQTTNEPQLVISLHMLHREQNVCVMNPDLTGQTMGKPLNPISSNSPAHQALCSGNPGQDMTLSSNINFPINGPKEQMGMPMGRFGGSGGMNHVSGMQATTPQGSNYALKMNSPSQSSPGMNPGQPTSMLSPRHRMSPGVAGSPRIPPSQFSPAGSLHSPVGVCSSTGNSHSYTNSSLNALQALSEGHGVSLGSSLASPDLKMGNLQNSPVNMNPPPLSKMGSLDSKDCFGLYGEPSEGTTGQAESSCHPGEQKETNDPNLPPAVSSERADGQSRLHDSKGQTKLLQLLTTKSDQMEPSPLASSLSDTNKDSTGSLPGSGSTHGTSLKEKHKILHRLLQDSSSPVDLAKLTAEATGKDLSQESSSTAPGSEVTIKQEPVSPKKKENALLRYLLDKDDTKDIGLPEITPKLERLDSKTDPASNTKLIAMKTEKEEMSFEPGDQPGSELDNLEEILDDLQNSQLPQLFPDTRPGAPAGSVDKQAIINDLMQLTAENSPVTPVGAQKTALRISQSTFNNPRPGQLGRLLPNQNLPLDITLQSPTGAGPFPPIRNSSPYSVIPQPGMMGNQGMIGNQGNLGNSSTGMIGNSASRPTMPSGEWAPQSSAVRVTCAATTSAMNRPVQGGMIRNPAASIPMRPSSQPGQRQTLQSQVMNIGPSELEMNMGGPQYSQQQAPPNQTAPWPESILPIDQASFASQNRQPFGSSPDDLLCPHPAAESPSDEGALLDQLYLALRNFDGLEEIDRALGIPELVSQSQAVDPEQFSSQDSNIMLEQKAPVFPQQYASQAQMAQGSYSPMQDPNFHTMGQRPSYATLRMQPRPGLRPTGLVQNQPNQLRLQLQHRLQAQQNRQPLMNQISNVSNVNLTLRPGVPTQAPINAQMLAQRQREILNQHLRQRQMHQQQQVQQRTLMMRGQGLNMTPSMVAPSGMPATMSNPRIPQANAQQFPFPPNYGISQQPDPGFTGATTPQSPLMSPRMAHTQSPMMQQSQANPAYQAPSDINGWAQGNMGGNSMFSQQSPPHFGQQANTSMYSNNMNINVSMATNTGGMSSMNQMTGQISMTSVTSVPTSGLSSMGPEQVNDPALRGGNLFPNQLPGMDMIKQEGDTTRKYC
Granule exo inh = blocks lytic granule exocytosis; TALL-104 LAMP-1 surface exposure, flow cytometry; cells stimulated with thapsigargin and PMA; inhibition, % at 10 µM; hit rate 0.66% among 360,000;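 active = inhibition above about 55%, limit read from the data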
NOD2-RIPK2 inh = blocks binding of human NOD2 to RIPK2; O43353; CHO BLA complementation NOD2-RIPK2, CCF4 ratio; inhibition, % at 4.98 µM; hit rate 0.38% among 360,000; AID 624267; in the data active = inhibition above about 21%;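 also: 0% = vehicle only and 100% = reference blocker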
TWEAK-Fn14 inh = TWEAK-Fn14 signaling inhibition; inhibition, % at 10 µM; TWEAK-stimulated Fn14 reporter cells, luciferase luminescence, 8 h; hit rate 2% among 360,000; in the data active = inhibition above about 50%
NR5A2 inv ag = NR5A2 inverse agonism in reporter assay | hit rate 0.13% among 360,000 | inhibition, % at 3.6 µM | O00482 | AID 602396 | HEK293T StAR-luciferase reporter, LRH-1 transfected, 24 h;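 active = inhibition above the mean inhibition of all tested compounds plus 3 SD, cut at about 73% in these data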;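 also: 0% = DMSO wells and 100% = reporter-only cells lacking LRH-1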
TLR9-MyD88 inh = blocks human TLR9 binding to MyD88. inhibition, % at 4.98 µM. Q9NR96+Q99836. CHO BLA complementation TLR9-MyD88, CCF4 FRET ratio. hit rate 0.21% among 340,000. AID 504734;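 active = inhibition above the mean over all tested compounds plus 3 SD, cut at about 21% in these data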;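 also: 0% = DMSO only wells and 100% = clavulanate BLA inhibitor control wells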
COUP-TFII inh = NR2F2 (human) inhibition, primary screen; inhibition, % at 8.6 µM; hit rate 0.7% among 370,000; HEK293T NGFI-A luciferase reporter, luminescence; AID 686940; P24468;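 active = inhibition above a per-plate cutoff, mean inhibition of test wells between control levels plus 3 SD, cut at about 38% in these data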;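 also: cells cotransfected with COUP-TFII expression vector driving the NGFI-A reporter; 0% = median of COUP-TF2 test wells and 100% = reporter-only cells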
TROY signal inh = TROY signaling inhibition | Q293 LMP1-TROYcd NF-kB luciferase reporter, 4 h | inhibition, % at 10 µM | hit rate 0.98% among 360,000;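 active = compounds whose plate-normalised and pattern-corrected inhibition of the luciferase reporter signal at the single screening dose is 50% or more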
* = called active by the depositor; nt = not tested or not shown.

Sample of the layout, twelve compounds:
SMILES	ABHD5 PLIN5 PPI	NCOA1 inh	SRC3 inh	NCOA2 inhibitor	Granule exo inh	NOD2-RIPK2 inh	TWEAK-Fn14 inh	NR5A2 inv ag	TLR9-MyD88 inh	COUP-TFII inh	TROY signal inh
O=C(CCc1ccc(S(=O)(=O)N2CCOCC2)cc1)N1CCc2ccccc2C1	3	-6	2	20	-1	1	38	2	-15	13	-2
Cc1cc(C)n(S(=O)(=O)c2ccc3oc(=O)ccc3c2)n1	2	2	12	-35	46	5	4	12	11	-6	-2
CCCCC[C@@H](C)N1C[C@H](COCc2ccccc2)Oc2cc(N3CC[C@H](N(C)C)C3)ccc2S1(=O)=O	12	nt	nt	16	39	-2	-20	-26	nt	26	0
Cc1ccccc1NC(=O)C1CC(=O)n2ncnc2N1 (stereo not given)	-5	-51	12	-7	2	5	13	-3	3	-21	3
CC(=O)OCC(O)C1(O)CCC2C3CCC4=CC(=O)CCC4(C)C3C(O)CC21C (stereo not given)	-3	-6	-37	-18	3	-5	-19	-25	nt	-11	-3
CCOc1cc(CNCc2ccncc2)cc(Br)c1OCc1ccccc1F	11	0	10	13	2	-9	27	30	2	38*	17
O=C(c1nnc(-c2ccccc2)o1)C1CC1	2	-14	-2	-18	1	-8	-12	2	6	10	-60
COc1ccccc1N1CCN(C(=O)CSc2nc(-c3ccccc3)cc(=O)[nH]2)CC1	-1	-19	9	-15	1	-2	1	8	-4	-3	9
O=C(Cc1ccccc1)N/N=C/c1cc(Br)cs1	-1	-7	-34	-34	-4	-1	-29	-20	-2	-7	-35
CCn1c(SCCN2CCCCC2)nc2c1c(=O)n(C)c(=O)n2C	-4	-3	2	23	0	6	7	-4	-11	-10	4
CC(=O)c1cccc(S(=O)(=O)NC(C)C2CC3CCC2C3)c1 (stereo not given)	-6	-5	-5	-2	2	-3	31	6	-1	1	9
C=CCNC(=O)COC(=O)c1ccc(C)c(NC(=O)c2ccco2)c1	1	-4	15	8	-5	-8	9	-13	7	-16	-14

Main list (from the top)
SMILES	ABHD5 PLIN5 PPI	NCOA1 inh	SRC3 inh	NCOA2 inhibitor	Granule exo inh	NOD2-RIPK2 inh	TWEAK-Fn14 inh	NR5A2 inv ag	TLR9-MyD88 inh	COUP-TFII inh	TROY signal inh
O=C(CCc1ccc(S(=O)(=O)N2CCOCC2)cc1)N1CCc2ccccc2C1	3	-6	2	20	-1	1	38	2	-15	13	-2
Cc1cc(C)n(S(=O)(=O)c2ccc3oc(=O)ccc3c2)n1	2	2	12	-35	46	5	4	12	11	-6	-2
CCCCC[C@@H](C)N1C[C@H](COCc2ccccc2)Oc2cc(N3CC[C@H](N(C)C)C3)ccc2S1(=O)=O	12	nt	nt	16	39	-2	-20	-26	nt	26	0
Cc1ccccc1NC(=O)C1CC(=O)n2ncnc2N1 (stereo not given)	-5	-51	12	-7	2	5	13	-3	3	-21	3
CC(=O)OCC(O)C1(O)CCC2C3CCC4=CC(=O)CCC4(C)C3C(O)CC21C (stereo not given)	-3	-6	-37	-18	3	-5	-19	-25	nt	-11	-3
CCOc1cc(CNCc2ccncc2)cc(Br)c1OCc1ccccc1F	11	0	10	13	2	-9	27	30	2	38*	17
O=C(c1nnc(-c2ccccc2)o1)C1CC1	2	-14	-2	-18	1	-8	-12	2	6	10	-60
COc1ccccc1N1CCN(C(=O)CSc2nc(-c3ccccc3)cc(=O)[nH]2)CC1	-1	-19	9	-15	1	-2	1	8	-4	-3	9
O=C(Cc1ccccc1)N/N=C/c1cc(Br)cs1	-1	-7	-34	-34	-4	-1	-29	-20	-2	-7	-35
CCn1c(SCCN2CCCCC2)nc2c1c(=O)n(C)c(=O)n2C	-4	-3	2	23	0	6	7	-4	-11	-10	4
CC(=O)c1cccc(S(=O)(=O)NC(C)C2CC3CCC2C3)c1 (stereo not given)	-6	-5	-5	-2	2	-3	31	6	-1	1	9
C=CCNC(=O)COC(=O)c1ccc(C)c(NC(=O)c2ccco2)c1	1	-4	15	8	-5	-8	9	-13	7	-16	-14
CC(C)N1CCc2c(sc(NC(=O)c3ccc4ccccc4c3)c2C(N)=O)C1	17	-15	7	-19	32	0	-98	-8	1	-16	-25
Nc1cc(C(=O)N2CCN(c3ccccc3Cl)CC2)ccc1N1CC2CC(C1)c1cccc(=O)n1C2 (stereo not given)	-1	9	4	-30	-9	3	10	1	-9	21	10
COCC(=O)OCC(=O)Nc1ccc(Cl)cc1[N+](=O)[O-]	-4	-6	9	-10	0	-4	-8	9	0	-12	20
Cc1occc1C(=O)N1CCN(Cc2ccccc2)CC1	-1	-11	2	6	1	9	-28	8	2	14	-3
CCOC(CNC(=O)C(=O)Nc1cc2c3c(c1)CCC(=O)N3CCC2)OCC	-4	-27	-19	-4	2	3	-12	-1	4	0	4
CC(=C/c1ccco1)/C=N/NC(=O)CSc1nnc(SCc2ccc(C)cc2)s1	-5	-9	-5	25	-4	4	18	-19	2	10	-23
C/C(=N\NC(=S)NCc1ccccc1)c1ccc2ccccc2c1	-5	-3	10	-3	0	-7	-55	-1	-7	5	-20
C/C=C\C(=O)Nc1cccc(C2=NOC3(C2)C[C@@H](C(N)=O)N(C(=O)c2ccc(Cl)cc2)C3)c1 (stereo not given in full)	-2	-12	-9	-16	-6	-8	7	28	7	-8	-6
O=C(NC(=S)N1CCCCCC1)c1cccc([N+](=O)[O-])c1	-8	-8	-19	-41	-3	-1	1	11	7	2	-1
COc1cccc(N(CC(=O)O)S(=O)(=O)c2ccccc2)c1	-1	-23	0	-5	-2	0	19	-4	0	-5	-13
COC(=O)c1ccccc1NC(=O)CSc1nnc(Cc2ccc(Cl)cc2)o1	7	10	25	2	3	0	7	-1	2	8	18
CC1CCCCC1NC(=O)CN1C(=O)NC(Cc2ccccc2)(Cc2ccccc2)C1=O (stereo not given)	0	-11	-2	18	-4	-11	14	-18	-4	7	-8
Cc1cccnc1NC(=S)Nc1ccc(F)cc1F	-15	-52	-25	-27	-2	1	-30	-54	10	-55	-23
CC1(C)Cc2cccc(C(=O)NCc3ccco3)c2O1	5	5	1	-9	4	-11	-3	13	nt	27	-8
Cn1c(SCC(=O)NCCc2ccccc2)ncc(C(=O)Nc2ccc(F)cc2)c1=O	3	-12	2	-42	-3	-6	28	11	-11	5	10
CCn1c(SCC(=O)NC2CCS(=O)(=O)C2)nnc1-c1ccccc1 (stereo not given)	2	-14	2	5	-4	-2	-5	-5	4	1	7
O=C(COC(=O)c1c(F)cccc1Cl)NCC1CCCCC1	-4	-21	-13	-40	9	-15	-27	-53	-4	-18	-16
CCOc1ccc(CCNC(=O)C2CSC3(C)CCC(=O)N23)cc1OCC (stereo not given)	-3	0	-6	-18	3	-14	5	2	5	-1	-20

Two compounds drawn at random from the list so far, as already listed:
SMILES	ABHD5 PLIN5 PPI	NCOA1 inh	SRC3 inh	NCOA2 inhibitor	Granule exo inh	NOD2-RIPK2 inh	TWEAK-Fn14 inh	NR5A2 inv ag	TLR9-MyD88 inh	COUP-TFII inh	TROY signal inh
CCOC(CNC(=O)C(=O)Nc1cc2c3c(c1)CCC(=O)N3CCC2)OCC	-4	-27	-19	-4	2	3	-12	-1	4	0	4
O=C(COC(=O)c1c(F)cccc1Cl)NCC1CCCCC1	-4	-21	-13	-40	9	-15	-27	-53	-4	-18	-16

The list continues:
SMILES	ABHD5 PLIN5 PPI	NCOA1 inh	SRC3 inh	NCOA2 inhibitor	Granule exo inh	NOD2-RIPK2 inh	TWEAK-Fn14 inh	NR5A2 inv ag	TLR9-MyD88 inh	COUP-TFII inh	TROY signal inh
Cc1ccc(S(=O)(=O)N2CCC(C(=O)NCCCN3CCOCC3)CC2)cc1	6	-1	-25	-17	14	-1	2	12	6	14	18
COC(=O)c1nc(C(=O)OC)c(C(=O)OC)nc1C(=O)OC	-4	-14	-11	-7	0	4	9	-15	0	-14	-5
COc1ccc(NC(=O)NNC(=O)c2cc3occc3n2C)c(OC)c1	-7	-2	-6	-10	5	5	-1	12	-1	7	-8
c1ccc(-n2nnnc2Oc2ccc(-n3ccnc3)cc2)cc1	-8	-1	-4	36	-2	-11	5	39	10	-1	17
O=C1Nc2ccccc2SC(c2ccccc2)C1O (stereo not given)	2	-5	-9	-21	0	7	-5	14	-1	-8	9
C/C(=N\NC(=O)c1ccc(Cl)cc1)c1cccc(NC(=O)c2cccnc2)c1	7	-36	-5	-2	-5	-8	-21	-28	6	-8	-28
Oc1[nH]c2ccccc2c1C=Nc1ccc2c(c1)OCO2	-9	-112	-63	-23	1	2	3	-210	5	-50	-47
Cc1ccc(NC(=O)C(C)OC(=O)Cc2c[nH]c3ccccc23)cc1S(=O)(=O)N1CCOCC1 (stereo not given)	0	1	-13	-25	19	-1	-11	-9	-5	11	-8
Cc1c(Cl)cccc1NC(=O)C1COc2ccccc2O1 (stereo not given)	3	-4	-1	-21	-4	-8	4	-17	0	4	10
O=C(Nc1c(Cl)cc(Cl)cc1C(=O)NCCN1CCOCC1)c1ccc(Cl)cc1Cl	-3	-31	7	8	1	-2	12	12	2	-4	4
CCOC(=O)Cc1csc(N/N=C/c2ccc(Cl)cc2)n1	8	3	14	2	-7	4	3	-8	-3	7	-50
O=S1(=O)c2cccc3cccc(c23)N1Cc1ccc(-c2nnco2)cc1	6	-2	2	16	0	-10	-7	-19	3	-4	-18
C=CCn1c(SCC(=O)N2CC(=O)Nc3ccccc32)nc2scc(-c3ccccc3)c2c1=O	5	-16	-3	-7	1	-2	40	12	-7	4	10
CC1CCC(C(=O)c2c(O)c3ccccc3oc2=O)CC1 (stereo not given)	6	2	18	2	-4	3	-8	-4	12	-5	3
O=C(CC1C(=O)NCCN1Cc1ccoc1)NCCc1ccc(Cl)cc1 (stereo not given)	38*	9	14	-12	-2	1	20	5	5	16	3

Copied from the list.
NCOA2 inhibitor, O=C(CC1C(=O)NCCN1Cc1ccoc1)NCCc1ccc(Cl)cc1 (stereo not given) is entered as -12
Granule exo inh, COC(=O)c1nc(C(=O)OC)c(C(=O)OC)nc1C(=O)OC is entered as 0

(listing goes on)
SMILES	ABHD5 PLIN5 PPI	NCOA1 inh	SRC3 inh	NCOA2 inhibitor	Granule exo inh	NOD2-RIPK2 inh	TWEAK-Fn14 inh	NR5A2 inv ag	TLR9-MyD88 inh	COUP-TFII inh	TROY signal inh
CCn1c2ccccc2c2nc3ccccc3nc21	2	-16	-53	nt	1	6	-44	-18	-9	nt	-58
COc1ccccc1-c1noc(CCC(=O)NC2CCCCC2)n1	-4	-15	10	-9	1	3	2	17	12	-9	7
COc1ccc(CCNC(=O)c2noc(C)c2[N+](=O)[O-])cc1OC	2	5	11	-9	5	3	16	7	6	6	0
CN(CC(=O)Nc1ccccc1Cl)C(=O)COC(=O)c1cccs1	5	7	1	3	1	-14	15	16	7	4	-14
CC(=O)c1ccc(S(=O)(=O)NCCC(=O)OCC(=O)NCCc2ccccc2)cc1	6	0	25	-10	16	-6	2	-20	-13	3	-12
Cc1cc(Br)cc(Cl)c1OCC(=O)N1CCN(C(=O)c2ccco2)CC1	1	-8	12	-1	89*	2	3	0	-10	6	2
Cc1ccc(NC(=O)CSc2ncnc3ccccc23)cc1S(=O)(=O)N1CCCCC1	-3	-9	18	36	6	11	72*	-25	2	39*	35
c1ccc(Cn2c(SCCN3CCOCC3)nnc2-c2cccnc2)cc1	0	-2	-9	-21	1	-1	7	-4	2	-14	-28
C/C(=N/OC(=O)C1CC12CCC2)c1ccc(Br)cc1 (stereo not given)	0	-5	-23	-19	-1	-5	-37	-24	-2	-3	0

Some of the compounds tested; the hit share may differ from the screen's.
